Assay outcomes from PubChem.
CHT inh – human CHT choline transport inhibition | Q9GZV3 | CHT-expressing cells, membrane potential dye, choline response; active compounds read low | B-score at 10 µM | hit rate 0.86% among 310,000 | AID 488975;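 active = B-score over 3 SD under the library average, and starting fluorescence ratio not unusually high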;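 also: choline stimulus applied at its EC90 after an EC20 pre-addition; B-score computed on integrated fluorescence ratio after choline addition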
Target sequence (Q9GZV3 whole entry, looked up): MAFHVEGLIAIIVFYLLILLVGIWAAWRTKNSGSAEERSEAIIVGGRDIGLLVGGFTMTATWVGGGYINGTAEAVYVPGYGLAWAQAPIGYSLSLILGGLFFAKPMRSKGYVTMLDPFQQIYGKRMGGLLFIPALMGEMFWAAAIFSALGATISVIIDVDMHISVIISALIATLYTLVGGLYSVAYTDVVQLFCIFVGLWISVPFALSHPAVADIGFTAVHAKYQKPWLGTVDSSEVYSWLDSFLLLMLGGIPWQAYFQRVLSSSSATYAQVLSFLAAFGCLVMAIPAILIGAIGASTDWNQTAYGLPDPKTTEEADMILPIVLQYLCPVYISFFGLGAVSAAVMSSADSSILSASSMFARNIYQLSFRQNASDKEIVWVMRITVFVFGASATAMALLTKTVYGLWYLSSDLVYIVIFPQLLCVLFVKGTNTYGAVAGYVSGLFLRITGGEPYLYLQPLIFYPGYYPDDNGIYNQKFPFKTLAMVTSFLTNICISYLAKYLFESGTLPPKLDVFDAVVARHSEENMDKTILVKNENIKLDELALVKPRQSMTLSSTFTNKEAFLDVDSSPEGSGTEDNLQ
CHT allo act – allosterically activates the human high affinity choline transporter. Q9GZV3. CHT-expressing cells, membrane potential dye, choline EC20; active compounds read high; LV-AA mutant CHT in HEK293 cells. B-score at 10 µM. hit rate 0.49% among 310,000. AID 488977;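 active = initial fluorescence not abnormally high and integrated response B-score, plate-corrected, over 3 SD above library mean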
* hit, by the source's call; i = inactive.

Values run as follows: CHT allo act	CHT inh
- CN(CC(=O)NCCc1ccccc1)S(=O)(=O)c1cccc2nsnc12
→ i	i
- CC(C)C[C@H](NC(=O)c1nc[nH]c1C(=O)N1CCNCC1)C(=O)OC(C)(C)C
→ i	i
- CCOC(=O)c1c(CN2CCN(Cc3ccccc3)CC2)n(C)c2cc(Br)c(OC)cc12
→ i	i
- Cc1cc(=O)oc2c(C)c(OC(C)C(=O)NCC(O)c3ccccc3)ccc12 (stereo unspecified)
→ i	i
- CN(C)/C=C/C(=O)c1cccc([N+](=O)[O-])c1
→ i	i
- CCOC(=O)N1CCN(S(=O)(=O)CCNC(=O)c2ccccc2)CC1
→ i	i
- NC(=O)COC(=O)c1cc(S(=O)(=O)N2CCOCC2)ccc1N1CCCCC1
→ i	i
- N#Cc1nc(-c2ccc([N+](=O)[O-])cc2)oc1N1CCCCC1
→ i	i
- Cn1nccc1C(=O)NC1CCCc2c1cnn2-c1ccc(F)cc1F (stereo unspecified)
→ i	i
- Nc1nonc1C(=O)NCCNCc1cc(Br)ccc1OCc1ccc(F)cc1
→ i	i
- O=C(NCC1CCCO1)C(c1ccc(F)cc1)N(CC1CCCO1)C(=O)c1ccc(-c2ccccc2)[nH]1 (stereo unspecified)
→ i	i
- CC1(C)CC(=O)C(N=Nc2ccc(Cl)cc2)=C(O)C1
→ i	i
- Cc1ccc(C)c(OCCCCCn2ccnc2)c1
→ i	i
- COc1cc(C2C3C(=O)N(c4ccccc4)C(=O)C3ON2c2ccccc2)ccc1O (stereo unspecified)
→ i	i
- COc1cc(/C=C(/C#N)C(=O)NCc2ccccc2)cc(OC)c1OC
→ i	i
- COc1cc(CNC(=O)CCCCCCC(C)C)ccc1O
→ i	i
- Cc1noc(C)c1CSCC(=O)N(C)CC(=O)Nc1ccccc1Br
→ i	i
- CC(NC(=O)CNC(=O)c1sc2ccccc2c1Cl)c1ccc(S(N)(=O)=O)cc1 (stereo unspecified)
→ i	i
- CC(C)Oc1ccc(S(=O)(=O)N2CCCCC2)cc1NC(=O)CC1OC(=O)c2ccccc21 (stereo unspecified)
→ i	i
- Cc1ccccc1NS(=O)(=O)c1cc2c3c(c1)CC(=O)N3CCC2
→ i	i
- CCC(C)NC(=O)Cn1nc([N+](=O)[O-])c(Cl)c1C (stereo unspecified)
→ i	i
- O=C(NC1CC1)C1=C[C@@H](c2ccc(C(F)(F)F)cc2)C[C@@H](OCCCCO)O1
→ i	i
- O=C(Nc1cc(F)ccc1F)C1CCCN1S(=O)(=O)c1cccc2nsnc12 (stereo unspecified)
→ i	i
- O=C(Cn1ncc(Cl)c(Cl)c1=O)NCC1CCCCC1
→ i	i
- COc1ccc(OC)c(C(=O)c2coc3ccc(OCC(=O)O)cc23)c1
→ i	i
- CC(CCc1ccccc1)NC(=O)c1ccc(-n2cncn2)c([N+](=O)[O-])c1 (stereo unspecified)
→ i	i
- Cc1cccc2cc(CN(C(=O)c3cccs3)c3ccccc3)c(=O)[nH]c12
→ i	i
- CCn1cc(Cl)c(C(=O)NNC(=O)CCn2cc([N+](=O)[O-])cn2)n1
→ i	i
- N#C/C(=C(/O)CCl)c1nc(-c2ccccc2)cs1
→ i	-8.41*
- CN(C)/C=C(/C(=O)c1ccc(F)cc1)S(=O)(=O)c1ccc(F)cc1
→ i	i
- O=C(N1CCOCC1)N1CCN(S(=O)(=O)c2ccc(F)cc2)CC1
→ i	i
- Cc1ccc(C)c(Nc2cc(C(=O)NCc3cccnc3)c3ccccc3n2)c1
→ i	i
- COC(=O)c1c(C)[nH]c(C(=O)C(C)Sc2nnc(-c3cc(OC)c(OC)c(OC)c3)o2)c1C (stereo unspecified)
→ i	i
- O=C(OCC(=O)N1CCN(S(=O)(=O)c2ccc(Cl)cc2)CC1)c1cc(Br)ccc1O
→ i	i
- CCOC(=O)n1c(O)c(N=NC(N)=S)c2cc(C)ccc21
→ i	i
- O=C(CN1CCN(C(=O)c2ccco2)CC1)Nc1ccc2c(c1)OCO2
→ i	i
- COc1ccc([N+](=O)[O-])cc1NC(=O)C(C)OC(=O)/C=C/c1ccco1 (stereo unspecified)
→ i	i
- O=C(NCc1ccccc1)[C@@H]1C[C@H]1[C@@H](NP(=O)(c1ccccc1)c1ccccc1)c1ccccc1
→ i	i
- Cc1cc(Br)ccc1NC(=O)c1ccccc1-c1ccccc1
→ i	i
- COc1ccc(/C=N/Nc2nc(C)cc(-c3ccccc3)n2)cc1OC
→ i	i

Ordered by molar mass (smallest number first): part of the list above
Values run as follows: CHT allo act	CHT inh
- CCOC(=O)n1c(O)c(N=NC(N)=S)c2cc(C)ccc21
→ i	i
- Cc1ccccc1NS(=O)(=O)c1cc2c3c(c1)CC(=O)N3CCC2
→ i	i
- O=C(NC1CC1)C1=C[C@@H](c2ccc(C(F)(F)F)cc2)C[C@@H](OCCCCO)O1
→ i	i

(list continues)
Values run as follows: CHT allo act	CHT inh
- CCN(CC)C(=O)c1sc2nc(-c3cccs3)cc(-c3ccc(Cl)cc3)c2c1N
→ i	i
- Cn1cc(S(=O)(=O)N2CCN(C(=O)c3ccco3)CC2)c(=O)n(C)c1=O
→ i	i
- C=CCN(CC=C)S(=O)(=O)c1ccc(NC(=S)NC(=O)C2CC2)cc1
→ i	i
- Cc1cccc(N2CCN(S(=O)(=O)c3cc4c(cc3Cl)NC(=O)CO4)CC2)c1C
→ i	i
- N=c1c2c3c(sc2ncn1N)CCCCC3
→ i	i
- CC(=O)Cc1nsc(NC(=O)c2ccc(-c3cc(Cl)ccc3Cl)o2)n1
→ i	i
- CN1CCN(S(=O)(=O)c2ccc(NS(=O)(=O)c3ccccc3)cc2)CC1
→ i	i
- COc1ccc(CCN(/C=C2\Sc3ccccc3C2=O)C(C)=O)cc1OC
→ i	i
- Cc1ccc(SC(=O)COc2ccccc2C)cc1
→ i	i
- CCNc1nc(NCC)nc(NS(=O)(=O)c2ccc(N)cc2)n1
→ i	i
- O=C(Oc1c(-c2ccccc2Cl)oc2ccccc2c1=O)c1ccc(Cl)cc1
→ i	i
- O=C(CN1CCC(NC(=O)c2cccc(F)c2)CC1)NCc1cccs1
→ i	i
- COc1ccc(CNC(=O)C(c2ccco2)N(C(=O)Cc2cccs2)c2cccnc2)cc1 (stereo unspecified)
→ i	i
- CCc1ccc(NC(=O)CSc2n[nH]c(C)c2[N+](=O)[O-])cc1
→ i	i
- CCOc1cc(/C=N/NC(=O)CN2CCOCC2)ccc1OCc1ccccc1
→ i	i
- COCC(=O)N1CCC(Oc2ccc(C(=O)N3CCCCC3COC)cc2)CC1 (stereo unspecified)
→ i	i
- Cc1ccc([N+](=O)[O-])cc1NC(=S)NCCc1ccccc1
→ i	i
- Cc1ccc(S(=O)(=O)N2CCC(C(=O)OCC(=O)N3CC(C)CC(C)C3)CC2)cc1C (stereo unspecified)
→ i	i
- COc1ccc(OC)c(C(=O)NC(CC(N)=O)c2ccc(N3CCC(N4CCCCC4)CC3)c([N+](=O)[O-])c2)c1 (stereo unspecified)
→ i	i
- CCCCCCC(=O)N1CCCC(c2nc(-c3cccc(OC)c3)no2)C1 (stereo unspecified)
→ i	i
- CCOC(=O)c1c(C)n(C)c2cc(Br)c(OC)cc12
→ i	i
- O=C(O)CCC(=O)N1N=C(c2ccc(Br)cc2)CC1c1cccs1 (stereo unspecified)
→ i	i
- CCOC(=O)c1sc2c(c1C)c(=O)n(CCO)c(=O)n2Cc1ccccc1
→ i	i
- COc1ccc(C(=O)N2CCCCC2)cc1S(=O)(=O)Nc1ccccc1
→ i	i
- O=C(Nc1ccc2c(c1)OCCO2)C(=O)NC1CC1
→ i	i
- COc1cc(NC(=O)c2ccccc2)c(C)cc1NC(=O)CC(CC(=O)O)c1ccccc1 (stereo unspecified)
→ i	i
- CCOC(=O)N1CCC(NC(=O)c2cc3c(=O)n(C)c4ccccc4c3n2C)CC1
→ i	i
- Cc1c(C(=O)N2CCCC2)oc2c1-c1nn(CC(=O)NCCCN3CCCCC3)cc1CC2
→ i	i
- CC(=O)Nc1cn(C(C)=O)c(C)n1
→ i	i
- Cc1ccc(S(=O)(=O)N[C@@H](CC(C)C)C(=O)N2CCC(C(=O)N[C@H](C(=O)O)C(C)C)CC2)cc1
→ i	i
- O=C(COC(=O)c1cccc(S(=O)(=O)NCc2ccccc2)c1)c1ccccc1
→ i	i
- Cc1nc(Nc2ccccc2)sc1-c1ccccc1
→ i	i
- CSc1nc2[nH]c3c(c2c2ncnn12)CCCC3
→ i	i
- O=S(=O)(Nc1nc2ccccc2nc1Cl)c1cccc(C(F)(F)F)c1
→ i	-5.2*
- CSc1ccc(Cl)c(C(=O)OCC(=O)N2CC(C)OC(C)C2)c1 (stereo unspecified)
→ i	i
- CCCN1CCN(C2CCCCC2NS(=O)(=O)c2ccccc2)CC1 (stereo unspecified)
→ i	i
- CC1=C(C(=O)Nc2ccccc2C(=O)NCc2ccccc2)SCCO1
→ i	i
- CCN(CC)CC#CCC(O)(c1ccccc1)C1CCCCC1 (stereo unspecified)
→ i	i
- NC(=O)c1nsc(C(=O)N(CC(=O)NC2CCCC2)c2cccc(C(F)(F)F)c2)c1N
→ i	i
- COc1ccc(CCNc2oc(Cc3ccccc3)nc2C#N)cc1OC
→ i	i
- COc1cccc(C2Nc3ccccc3C(=O)N2c2ccc(F)cc2)c1O (stereo unspecified)
→ i	i
- Cc1cc(C)cc(-n2nnnc2-c2cn(C)nc2C(F)(F)F)c1
→ i	i
- CSc1nnc2c(n1)OC(C)N(C(=O)c1ccccc1)c1ccccc1-2 (stereo unspecified)
→ i	i
- O=C(NCC1CCCO1)c1onc(CSc2ccccc2)c1C(=O)O (stereo unspecified)
→ i	i
- CC(C)C(Nc1ccc(S(=O)(=O)N2CCOCC2)cc1[N+](=O)[O-])C(=O)O (stereo unspecified)
→ i	i
- O=C(CCSCCC(=O)NCc1ccccc1)NCc1ccccc1
→ i	i
- CC(C)(CO)NCC(O)Cn1cc(C=O)c2ccccc21 (stereo unspecified)
→ i	i
- CCN1CCN(CC(=O)Nc2ccc(OC(F)(F)F)cc2)CC1
→ i	i
- COC(=O)c1cccc(NC(=O)c2cnccn2)c1
→ i	i
- COc1cccc(/C=C/c2nc3c(cnn3-c3ccccc3)c(=O)[nH]2)c1
→ i	i

(list continues)
Values run as follows: CHT allo act	CHT inh
- O=C(Nc1ccc(S(=O)(=O)N2CCCC2)cc1)c1cccc(OC(F)F)c1
→ i	i
- COc1ccc2c(c1)N(C(=O)CN1C(=O)C3CCCCC3C1=O)C(C)(C)C=C2C (stereo unspecified)
→ i	i
- O=C(NC1CCCC1)c1ccc(Br)c(S(=O)(=O)N2CCCCC2)c1
→ i	i
- Cc1ccc(NC(=O)CSCc2cc(=O)n3ccsc3n2)c(C)c1
→ i	i
- CCOC(=O)c1nc(-c2ccc(OC)c(OC)c2)cnc1C#N
→ i	i
- Cc1cccc(OCc2nnc(NC(=O)c3cccs3)s2)c1
→ i	i
- Cc1nc([N+](=O)[O-])c(C(=O)OCc2ccccc2F)n1C
→ i	i
- COc1ccc(C)cc1S(=O)(=O)N(C)CC(=O)N1CCCCC1
→ i	i
- C[C@H](NC(=O)c1ccc(C(C)(C)C)cc1)C(=O)N1CCC2(CC1)NCCc1[nH]cnc12
→ i	i
- COc1ccc(/C=C/C(=O)NC2=NCCS2)cc1OC
→ i	i
- COc1ccc(-c2n[nH]c(=S)n2-c2cc(OC)ccc2OC)cc1
→ i	i
- CC(C)(C)c1nnc2sc(SCC(=O)c3cccs3)nn2c1=O
→ i	i
- CC1(c2ccccc2Cl)NC(=O)N(CC(=O)NCc2ccco2)C1=O (stereo unspecified)
→ i	i
- CCn1ccnc1CN1CCN(CC(C)C)C(CCO)C1 (stereo unspecified)
→ i	i
- CCOC(=O)N1CCN(C(=O)COc2cccc3c2CCN(Cc2ccccc2C)C3=O)CC1
→ i	i
- CN(C)CCn1c2ccccc2c2nc3ccc([N+](=O)[O-])cc3cc21
→ i	i
- Cc1cccc(NC(=O)C2CCN(c3ncnc4c3nc3n4CCCCC3)CC2)n1
→ i	i
- Nc1cc(=O)[nH]c(SCC(=O)N2CCCCC2)n1
→ i	i
- O=C(Nc1cc(Cl)ccc1Cl)N1CCCC1
→ i	i
- Cc1ccc(NC(=O)c2cnn(-c3ccccc3)c2NC(=O)c2ccco2)cc1
→ i	i

Gathered by group: the entries above with a cyano group.
Values run as follows: CHT allo act	CHT inh
- N#Cc1nc(-c2ccc([N+](=O)[O-])cc2)oc1N1CCCCC1
→ i	i
- COc1cc(/C=C(/C#N)C(=O)NCc2ccccc2)cc(OC)c1OC
→ i	i
- N#C/C(=C(/O)CCl)c1nc(-c2ccccc2)cs1
→ i	-8.41*
- COc1ccc(CCNc2oc(Cc3ccccc3)nc2C#N)cc1OC
→ i	i
- CCOC(=O)c1nc(-c2ccc(OC)c(OC)c2)cnc1C#N
→ i	i

The list continues:
Values run as follows: CHT allo act	CHT inh
- CCc1ccccc1N(CC(=O)N1CCCC1)S(C)(=O)=O
→ i	i
- CCOC(=O)c1[nH]c2ccc(OC)cc2c1NC(=O)CN1CCN(c2ccccn2)CC1
→ i	i
- COc1ccc(C(=O)NNC(=O)CCc2ccccc2OC)cc1
→ i	i
- O=C(C1CCCO1)N1CCN(S(=O)(=O)c2ccc(Cl)cc2)CC1 (stereo unspecified)
→ i	i
- CC(=O)Nc1cccc(C(=O)OCC(=O)NCc2ccc(F)cc2)c1
→ i	i
- CN1c2ccc([N+](=O)[O-])cc2N(C)C1(C)c1ccccc1 (stereo unspecified)
→ i	i
- Cc1ccc(-n2nnnc2SC(C)C(=O)NCC(=O)Nc2ccc(F)c(F)c2F)c(C)c1 (stereo unspecified)
→ i	i
- CCOc1cc(-c2nc3cc(C)ccn3c2NCC2CCCO2)ccc1O (stereo unspecified)
→ i	i
- COc1cccc2[nH]c(C(=O)NC(C)c3ccccc3)cc12 (stereo unspecified)
→ i	i
- COCCNc1oc(Cc2cccc3ccccc23)nc1C#N
→ i	i
